BLM inh: Bloom syndrome helicase (human) inhibition. recombinant BLM DNA unwinding, fluorescence dequenching. Potency, µM (doses to about 56.1 µM), inactives show at the highest dose activity change, negative = inhibition, most hits filed as inhibitors. hit rate 0.2% among 350,000. AID 2528;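 also: plate controls were vehicle for no effect and no enzyme for full effect; nearly all actives have a fitted effect of over 35% in size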
Target sequence (P54132 whole entry, looked up): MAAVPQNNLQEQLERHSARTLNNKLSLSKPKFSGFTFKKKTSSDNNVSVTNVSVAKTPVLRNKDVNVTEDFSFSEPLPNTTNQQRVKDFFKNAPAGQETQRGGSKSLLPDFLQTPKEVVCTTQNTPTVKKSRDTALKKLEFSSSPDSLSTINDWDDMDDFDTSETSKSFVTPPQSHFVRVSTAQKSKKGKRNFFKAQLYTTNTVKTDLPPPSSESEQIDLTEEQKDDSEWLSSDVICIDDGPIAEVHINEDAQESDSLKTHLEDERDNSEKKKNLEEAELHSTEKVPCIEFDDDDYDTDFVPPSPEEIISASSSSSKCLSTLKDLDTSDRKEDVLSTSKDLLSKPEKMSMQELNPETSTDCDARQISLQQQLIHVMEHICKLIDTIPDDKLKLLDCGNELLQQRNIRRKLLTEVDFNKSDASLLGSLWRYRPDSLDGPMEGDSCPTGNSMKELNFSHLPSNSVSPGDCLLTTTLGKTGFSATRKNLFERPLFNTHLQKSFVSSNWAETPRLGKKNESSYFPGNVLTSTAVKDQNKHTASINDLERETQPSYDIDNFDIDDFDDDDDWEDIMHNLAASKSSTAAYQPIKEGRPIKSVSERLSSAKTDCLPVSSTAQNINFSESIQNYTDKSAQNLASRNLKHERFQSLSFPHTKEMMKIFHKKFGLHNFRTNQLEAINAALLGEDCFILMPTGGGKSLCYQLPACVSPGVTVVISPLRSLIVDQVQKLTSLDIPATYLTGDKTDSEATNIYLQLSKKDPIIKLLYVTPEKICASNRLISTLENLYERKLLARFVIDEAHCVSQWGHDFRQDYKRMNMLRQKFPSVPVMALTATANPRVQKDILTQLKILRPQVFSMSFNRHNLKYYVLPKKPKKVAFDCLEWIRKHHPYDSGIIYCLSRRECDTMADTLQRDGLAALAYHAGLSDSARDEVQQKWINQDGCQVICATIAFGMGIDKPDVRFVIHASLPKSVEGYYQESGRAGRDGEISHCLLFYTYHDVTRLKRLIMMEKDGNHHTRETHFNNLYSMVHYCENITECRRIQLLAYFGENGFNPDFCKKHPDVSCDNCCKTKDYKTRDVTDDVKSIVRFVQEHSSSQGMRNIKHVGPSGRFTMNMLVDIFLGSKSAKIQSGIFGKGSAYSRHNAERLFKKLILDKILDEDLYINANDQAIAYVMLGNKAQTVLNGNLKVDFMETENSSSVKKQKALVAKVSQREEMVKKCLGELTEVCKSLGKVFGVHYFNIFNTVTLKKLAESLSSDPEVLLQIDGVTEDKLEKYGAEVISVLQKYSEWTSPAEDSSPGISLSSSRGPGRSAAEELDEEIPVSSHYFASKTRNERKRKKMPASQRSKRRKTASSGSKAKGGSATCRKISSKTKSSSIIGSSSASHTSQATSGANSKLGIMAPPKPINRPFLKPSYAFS
G9a inh: blocks human histone lysine methyltransferase G9a; Potency, µM (doses to about 102 µM), without a hit: at the highest dose activity, negative = inhibition, hits mostly inhibitors; hit rate 8.8% among 350,000; Q96KQ7; G9a H3K9 monomethylation, AlphaScreen, 2 h; also: nearly all actives have a fitted effect of over 75% in size
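Readings reflect AlphaScreen signal from monomethyl-H3K9 antibody detection. HMT at 20 nM; substrate b-H3K9 500 nM; cofactor SAM 20 uM; 2 h RT reaction; compounds tested as titrations in qHTS with 15 min preincubation.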
BAZ2B inh: inhibitors of human BAZ2B bromodomain. Q9UIF8. AlphaScreen BAZ2B-H3K14Ac peptide displacement. Potency, µM (top dose mostly 114 µM), for inactives: at the highest dose activity change, negative = inhibition, usual class: inhibitors. hit rate 4.4% among 360,000; also: nearly all actives have a fitted effect of over 60% in size
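AlphaScreen luminescence quantifies BAZ2B engagement of H3K14Ac peptide; the protein and biotinylated peptide are both at 50 nM final, buffer PBS pH 7.4 with 0.01% Tween-20, all steps at room temperature.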
Starred values were filed as active, the others as inactive; u = inconclusive; & = joins results of further samples; [ ] = another dose, or the depositor's remark. Calls follow the shape of the dose curve; as a rule, active = well fitted curve in the direction sought with a large enough effect; inconclusive = small, poorly fitted or top-dose-only effect, or another doubt; inactive = no such curve, though single readings can be large; an effect the other way counts as inactive or inconclusive. Unless noted, % is scaled to controls: 0 for no effect and ±100 for the full control effect; potency is read from the fitted curve at half-maximal effect. These rows are one share of the data; rates above refer to the full screens.

SMILES | BLM inh | G9a inh | BAZ2B inh
CC(C(=O)Nc1ccc(S(=O)(=O)N2CCCCC2)cc1)N1CCN(c2ccccn2)CC1 (configuration not stated) | -12% | 4%[12.7 µM] | -1%
Cc1ccccc1Cn1c(CN2CCN(c3ccc(F)cc3)CC2)nc2c1c(=O)n(C)c(=O)n2C | 0% | u | -3%
O=c1cc(-c2ccc(F)cc2F)[nH]c2ccccc12 | -7%[120 µM] | 25%&-42% | -37%
COC(=O)C/C=C/[C@@H](C)[C@@H](/C=N/O[C@@H](C)c1cn([C@H](CO)Cc2ccccc2)nn1)NS(=O)(=O)c1ccc(C)cc1 | -8% | u | -14%
C[n+]1nc(Nc2cccc(F)c2)sc1-c1ccc(C(=O)O)cc1 | -2% | -114%[59 µM] | -7%
COc1cc(-c2nnc(CSc3nc4ccccc4s3)o2)cc(OC)c1OC | -4% | 14%[59 µM] | -27%
COc1ccc(N2CCCn3c2nc2c3c(=O)n(Cc3ccccc3F)c(=O)n2C)cc1 | 1% | -24%[59 µM] | -2%
C#CCOCCOCCOCCNc1nc(N2CCN(C(=O)[C@H](Cc3cc4ccccc4[nH]3)n3cc([C@@H](N)C(C)CC)nn3)CC2)nc(N2CCN(C(=O)[C@H](CCCCN)n3cc([C@@H](N)CO)nn3)CC2)n1 (some centres not stated) | 38%[activator] | 14%[12.7 µM] | 25µM*
Cc1ccc(CN=C2NC(=O)C(CC(=O)NCCc3ccccc3)S2)cc1 (configuration not stated) | -5% | -5% | -15%
COc1ccc(C(=O)CSc2nc3c(c(=O)n(C)c(=O)n3C)n2C)cc1 | -3% | 14% | -22%
Cc1nc(NC(=O)c2ccccc2)sc1-c1csc(Nc2cccc(F)c2)n1 | -2% | 45µM* | u
Nc1c(C(=O)Nc2ccc(Cl)c(Cl)c2)sc2nc(-c3cccnc3)ccc12 | 1% | u | 10%
CC(C)NC(=O)c1ccc(-n2c(=S)[nH]c3ccccc3c2=O)cc1 | -2% | u | -14%
COc1ccc(N2C(=O)CCC2(C(N)=O)c2ccccc2)cc1 (configuration not stated) | -1% | -6% | -14%
COc1cccc(S(=O)(=O)NCc2ccc(C(=O)N3CCN(c4ccccc4OC)CC3)cc2)c1 | -9% | 1% | u
Cc1cc(C)c2cc(CN(CCO)C(c3nnnn3Cc3ccc(F)cc3)C(C)C)c(=O)[nH]c2c1 (configuration not stated) | -2% | u | -5%
CCOC(=O)c1c(N)n(CC(C)NC(=O)C2CC2)c2nc3ccccc3nc12 (configuration not stated) | 1% | 0%[59 µM] | -4%
CCOc1ccc2ncc(S(=O)(=O)c3ccccc3)c(N3CCC4(CC3)OCCO4)c2c1 | 7% | u | -34%
Cc1nn(CC(=O)NCc2ccc(OC(C)C)cc2)c(=O)c2cc3occc3n12 | -9% | 18%[59 µM] | 14%
COc1ccc(Nc2nc(CN3CCOCC3)nc3sc4c(c23)CCC(C)C4)cc1OC (configuration not stated) | 5% | -2% | -7%

Entries of single compounds as entered above:
Entry for COc1cc(-c2nnc(CSc3nc4ccccc4s3)o2)cc(OC)c1OC = BLM inh = -4%; G9a inh = 14%[59 µM]; BAZ2B inh = -27%
Entry for COc1ccc(C(=O)CSc2nc3c(c(=O)n(C)c(=O)n3C)n2C)cc1 = BLM inh = -3%; G9a inh = 14%; BAZ2B inh = -22%

Other compounds follow:
SMILES | BLM inh | G9a inh | BAZ2B inh
O=C1/C(=N/n2cnnc2)c2ccccc2N1Cc1ccccc1 | -1% | u | -8%
CCOC(=O)C1CCN(c2nc3ccccc3nc2C(C#N)C(=O)NCCc2ccccc2)CC1 (configuration not stated) | -8% | -11%[59 µM] | u
COc1ccccc1NS(=O)(=O)c1cc(NC(=O)C2CC2)ccc1N1CCOCC1 | -2% | 8.9µM* | -35%
O=C(Cn1nc(-c2ccccc2)ccc1=O)Nc1cccc(NC(=O)c2ccccn2)c1 | -2% | -8% | -1%
O=c1c2ccccc2oc2nc(-c3ccco3)n(CCc3ccccc3)c(=O)c12 | -2% | 18%[59 µM] | 14%
O=c1oc2cc([N+](=O)[O-])ccc2nc1/C=C(O)/C=C/c1ccccc1 | u | 35µM* | 50µM*
COC(=O)c1ccc(/C=N/NC(=O)CCSc2nc3ccccc3s2)cc1 | 2% | 22%[59 µM] | -3%
COc1ccc(CC(NC(C)=O)C(=O)NC2CCN(c3nnnn3-c3ccccc3)CC2)cc1OC (configuration not stated) | -2% | 27% | -18%
O=C(CSc1nnc(-c2ccncc2)n1CCc1ccccc1)N1CCCC1 | -1% | 12%[12.7 µM] | 2%
COc1ccc(-c2csc(NC(=O)COC(=O)c3ccc(Br)o3)n2)cc1 | -6% | 5%[59 µM] | -1%
C#CCOCCOCCOCCNc1nc(N2CCN(C(=O)[C@H]([C@@H](C)CC)n3cc([C@@H](N)Cc4ccc(O)cc4)nn3)CC2)nc(N2CCN(C(=O)[C@H](Cc3cc4ccccc4[nH]3)n3cc([C@@H](N)C(C)CC)nn3)CC2)n1 (some centres not stated) | 1% | u | u
CCCCCn1c2nc3ccccc3nc2c2c(=O)n(CC3CCCO3)c(C)nc21 (configuration not stated) | 0% | u | 0%
Cc1ccc(-n2c(SC3CCOC3=O)nc3ccccc3c2=O)cc1 (configuration not stated) | -3% | 9% | -15%
CCOC(=O)Cn1nc(C)c(NC(=O)COc2ccc(F)cc2F)c1C | -1% | -5% | -1%
Cc1cc(NS(=O)(=O)c2ccc(Nc3nc(-c4sc(NC(=O)c5ccccc5)nc4C)cs3)cc2)no1 | -20% | u | u
COC(=O)[C@@]1(Cc2ccccc2)[C@H]2c3cc(C(=O)N4CCCC4)n(Cc4ccsc4Br)c3C[C@H]2CN1C(=O)c1ccccc1 | -9%&-14% | u | u
Cc1ccc(C)c(Cc2c(C)nc3c(C(=O)NCc4ccc5c(c4)OCO5)cnn3c2C)c1 | -4% | -5% | -8%
CC1(C)Cn2c(nc(=O)c3c2NCN(CCc2ccccc2)C3)S1 | 2% | 10% | 12%
CC(=O)Nc1ccc(N2CCc3c(C)c(C#N)c4nc5ccccc5n4c32)cc1 | -8% | 14%[59 µM] | -1%
Cc1ccc(-c2nn(-c3ccccc3)cc2C(=O)O)o1 | 1% | 4.5µM* | u
CCOC(=O)NC1(Nc2ccc(Cl)cn2)Oc2ccccc2O1 | -7% | 6.3µM* | u
COc1cc(C2c3c(oc4ccccc4c3=O)C(=O)N2Cc2cccnc2)cc(OC)c1OC (configuration not stated) | 0% | -32%[12.7 µM] | -1%
CC(C)c1ccc(C(=O)NNC(=O)C2C3CCC(C3)C2C(=O)O)cc1 (configuration not stated) | 0% | 25% | -3%
COc1ccc([C@]23Cc4ccccc4C(O2)C2=C(CC(C)(C)CC2=O)O3)cc1 | -3%[12.4 µM] | 16%[2.33 µM] | u
CC1CCN(C(=O)C2CCC(CNS(=O)(=O)c3cccc4cccnc34)CC2)CC1 (configuration not stated) | -5% | u | 1%
Cc1sc2ncn(CC(=O)OC(C)C)c(=O)c2c1C | -1% | 14%[59 µM] | 7%
O=C(Cn1c(CO)nc2ccccc21)NC1CCCCCC1 | -3% | 5% | -3%
CC(=O)Nc1cccc(-c2nnc3c4ccccc4c(C)nn23)c1 | -2% | 22% | -16%
Cc1cc(C)nc(OC(=O)c2ccc(Cl)cc2Cl)n1 | -7% | 28%[12.7 µM] | -17%
CC(Sc1nnc(-c2cccnc2)n1-c1ccccc1F)C(=O)N1CCCc2ccccc21 (configuration not stated) | -9% | 4%[59 µM] | -3%
CCOc1ccc(C(=O)Oc2ccc(NC(C)=O)cc2)cc1 | -2% | 9% | 8%
Cc1onc(-c2ccccc2)c1C(=O)N[C@@H]1C(=O)N2[C@@H]1SC(C)(C)[C@@H]2C(=O)O | 1% | -40% | 1%
CCc1c(C)nc2ncnn2c1N1CCC(C(=O)N2CCN(c3ccccc3)CC2)CC1 | 1% | -10% | 12%
Cc1ccc(S(=O)(=O)NCCn2c(C)cc3ccccc32)cc1 | -9% | -15% | -5%
N#Cc1c2c(c(N3CCN(c4ccccn4)CC3)n3c1nc1ccccc13)CCC2 | 1% | 5% | -2%
Cc1nc2cc(-c3ccccc3)nn2c(C)c1CCC(=O)N1CCN(c2ccccn2)CC1 | 3% | 23% | -3%
COc1ccc(NC(=O)CSc2nc3ccccc3c(=O)n2Cc2cccs2)c(OC)c1 | -1% | 18%[59 µM] | 5%
COc1ccccc1NC(=O)c1c(N=Cc2ccccc2O)cnn1C | -8% | u | u
CCN1CCN(c2ccc(S(=O)(=O)N3CCCCC3)cc2NC(=O)Cc2c(Cl)cccc2Cl)CC1 | -18% | 40% | -18%
Cc1sc(CO)c(Sc2ccccc2)c1C(=O)O | -1% | u | -7%
O=C1C=C(NCCN2CCOCC2)C(=O)c2cnccc21 | 25µM* | u | -9%
Cc1[nH]nc2nc3c(c(OC(=O)c4ccccc4)c12)c(=O)n(C)c(=O)n3C | 2% | u | 0%
CCOc1ccc(-c2ccc(SCC(=O)N3CCN(c4ccccc4)CC3)nn2)cc1 | 2% | 10% | 11%
CCS(=O)(=O)Nc1cccc(-c2ccc3nnc(C)n3n2)c1 | 5% | -33% | -17%
N#Cc1nc(-c2ccc(OCc3ccccc3Cl)cc2)oc1NCCCn1ccnc1 | -10% | u | 65%[activator]
CC(=O)CCCCn1cnc2c1c(=O)n(C)c(=O)n2C | 1% | 25%[59 µM] | -19%
Nc1c(C(=O)Nn2cnnc2)cc([N+](=O)[O-])cc1[N+](=O)[O-] | 3% | 50µM* | 4%
O=S(=O)(c1cc(-c2nc3ccccc3s2)ccc1Cl)N1CCOCC1 | -4% | -10%[59 µM] | -35%
N#Cc1cccc(NC(=O)COC(=O)c2ccc3c(=O)n4c(nc3c2)CCC4)c1 | -1% | 7% | -4%
N#CCCN(Cc1cccnc1)C(=S)NC(=O)C1CC1 | -1% | u | -26%
Cc1nnc(NC(=O)CSc2ccc3nnc(-c4cccnc4)n3n2)s1 | -5% | u | -22%
COC(=O)c1[nH]c2ccc(F)cc2c1NC(=O)CCN1CCN(C(=O)c2ccco2)CC1 | 0% | u | 1%
Cc1nn2c(N3CCN(C(=O)c4ccco4)CC3)cc(C(C)(C)C)nc2c1-c1ccc(Cl)cc1 | -3% | 51%[0.501 µM] | 3%[57.1 µM]

Structural class: the compounds so far containing fluorine (9)
SMILES | BLM inh | G9a inh | BAZ2B inh
Cc1ccccc1Cn1c(CN2CCN(c3ccc(F)cc3)CC2)nc2c1c(=O)n(C)c(=O)n2C | 0% | u | -3%
O=c1cc(-c2ccc(F)cc2F)[nH]c2ccccc12 | -7%[120 µM] | 25%&-42% | -37%
C[n+]1nc(Nc2cccc(F)c2)sc1-c1ccc(C(=O)O)cc1 | -2% | -114%[59 µM] | -7%
COc1ccc(N2CCCn3c2nc2c3c(=O)n(Cc3ccccc3F)c(=O)n2C)cc1 | 1% | -24%[59 µM] | -2%
Cc1nc(NC(=O)c2ccccc2)sc1-c1csc(Nc2cccc(F)c2)n1 | -2% | 45µM* | u
Cc1cc(C)c2cc(CN(CCO)C(c3nnnn3Cc3ccc(F)cc3)C(C)C)c(=O)[nH]c2c1 (configuration not stated) | -2% | u | -5%
CCOC(=O)Cn1nc(C)c(NC(=O)COc2ccc(F)cc2F)c1C | -1% | -5% | -1%
CC(Sc1nnc(-c2cccnc2)n1-c1ccccc1F)C(=O)N1CCCc2ccccc21 (configuration not stated) | -9% | 4%[59 µM] | -3%
COC(=O)c1[nH]c2ccc(F)cc2c1NC(=O)CCN1CCN(C(=O)c2ccco2)CC1 | 0% | u | 1%

Compound activity as filed in PubChem.
